# NCI-60 one-dose screen, 48 h, at 10 µM unless noted. Numbers give growth in % (100 = growth as untreated, 0 = no growth, -100 = all killed).
# KM12: KM12 colon cancer cells | 82,000 tested, 5% active | AID 1794800
# HCT-116: HCT-116 colon cancer. 82,000 tested, 7.3% active
# HCC-2998: HCC-2998 colon cancer; 79,000 tested, 4.7% active; AID 1794799
# SNB-75: SNB-75 CNS cancer. 79,000 tested, 5% active. AID 1794750
# HCT-15: HCT-15 colon cancer | 82,000 tested, 5.2% active
# SNB-19: SNB-19 CNS cancer cells. 81,000 tested, 2.5% active. AID 1794751
# SW-620: SW-620 colon cancer; 82,000 tested, 5.2% active
# SF-539: SF-539 CNS cancer. 81,000 tested, 6.8% active
# SF-295: SF-295 CNS cancer cells | 79,000 tested, 5.6% active | AID 1794758
# The depositor's hits bear a star; . = not tested or not shown; & = joins results of further samples. Rule for the calls: active = growth percent below 10; inactive = the rest. An excerpt, so the mix of outcomes need not match the whole.
SMILES,KM12,HCT-116,HCC-2998,SNB-75,HCT-15,SNB-19,SW-620,SF-539,SF-295
Clc1c(Cl)c(Cl)c2c(c1Cl)Oc1c(Cl)c(Cl)c(Cl)c(Cl)c1O2,99,103,107,94,101,109,102,100,99
CCCCCCCCCCCCCCCCCC1OC[C@H](COC(=O)O[C@@H](C(=O)O[C@H]2C[C@@]3(O)[C@@H](OC(=O)c4ccccc4)[C@@H]4[C@]5(OC(C)=O)CO[C@@H]5C[C@H](O)[C@@]4(C)C(=O)[C@H](OC(C)=O)C(=C2C)C3(C)C)[C@@H](NC(=O)c2ccccc2)c2ccccc2)O1 (some centres not stated),26,18,54,59,97,50,47,43,53
C[N+](C)(C)CCOc1ccccc1,104,102,114,93,105,101,102,95,102
O=C(/C=C/c1ccc(Cl)cc1Cl)c1nc2ccccc2n1Cc1ccc(F)cc1,53,7.2*,27,39,12,58,.,18,61
COc1cc(-n2c(=S)[nH]c3ccc(Br)cc3c2=O)cc(OC)c1OC,107,121,114,112,104,97,127,103,103
CCCC(C)CC1(CCO)C(=O)NC(=S)NC1=O (configuration not stated),100,103,107,98,102,106,99,101,93
C=CCc1cc2c(cc1OCC)OCO2,104,85,94,106,96,100,102,99,94
Cc1cc[n+](CCc2ccccc2)cc1,107&105,103&91,102&86,84&96,106&109,106&102,117&101,107&97,98&111
COP(=O)(CCl)OC,115,102,111,90,99,102,101,106,100
COC(=O)C1(C(=O)OC)N=C(C)OO1,112,99,114,98,99,94,105,101,97
C[N+]1([O-])C2CCC1CC(O)C2 (configuration not stated),104,100,115,84,99,104,106,111,106
CNC(=O)Oc1c(C)ccc2ccccc12,107,94,99,93,102,109,90,105,102
COc1ccc(C(=O)CN)cc1,103,89,106,96,105,101,100,104,102
C=CC(O)CN1CC1CC (configuration not stated),106,104,96,85,102,98,92,98,102
CN(C(=O)Oc1cccc2ccccc12)C1C=CCC1 (configuration not stated),107,95,.,88,94,110,97,102,113
COCC1OC2OC3C(COC)OC(OC4C(COC)OC(OC5C(COC)OC(OC6C(COC)OC(OC7C(COC)OC(OC8C(COC)OC(OC1C(O)C2O)C(O)C8O)C(O)C7O)C(O)C6O)C(O)C5O)C(O)C4O)C(O)C3O (configuration not stated) (tested in a mixture with another compound),109,120,89,86,103,110,109,111,111
CC(C)(C(Cl)(Cl)[N+](=O)[O-])C(Cl)(Cl)[N+](=O)[O-],104,102,95,98,107,107,100,106,109
CCCN1CC(Br)C(=O)NC1=O (configuration not stated),100,74,106,85,81,99,99,109,93
C#CC[Se]C(=O)c1ccc(C(=O)[Se]CC#C)s1,43,14,95,109,93,59,98,66,13
Cn1cc(C=O)c2nccnc21,119,116,109,78,114,110,110,108,101
c1c(N2CC2)cc(N2CC2)cc1N1CC1,111,104,96,73,106,106,105,103,98
CC(=O)O[C@H]1CC[C@H]2[C@@H]3CC=C4C=C(Cl)CC[C@]4(C)[C@H]3CC[C@]12C,94,76,103,100,95,101,96,105,100
CCCC(C)C1(CC)C(=O)NC(=O)NC1=O (configuration not stated),103,107,103,98,108,100,106,98,95
CC(=O)O[C@H]1C[C@H](O[C@H]2[C@@H](O)C[C@H](O[C@H]3[C@@H](O)C[C@H](O[C@H]4CC[C@@]5(C)C(CCC6C5C[C@@H](O)[C@]5(C)[C@@H](C7=CC(=O)OC7)CC[C@]65O)C4)O[C@@H]3C)O[C@@H]2C)O[C@H](C)[C@H]1O[C@@H]1O[C@H](CO)[C@@H](O)[C@H](O)[C@H]1O (some centres not stated),-100*,-90*,-95*,-66*,-79*,-100*,-90*,-88*,-84*
NP(=O)(Nc1ccccc1)Nc1ccccc1,109,101,105,96,107,99,108,107,113
C#C[C@@]1(O)CC[C@@]2(C)[C@@H](CC[C@@H]3[C@@H]2CC[C@]2(C)[C@@H](O)CC[C@@H]32)C1,103,103,106,107,108,103,97,102,115
CCCCCC(C)NC (configuration not stated),98,90,93,103,105,106,112,96,102
C#CCOC(=O)CCN1CC1,103,102,102,99,101,108,108,110,97
O=C1c2ccccc2C(=O)C(Cl)C1Cl (configuration not stated),57,-96*,111,54,-87*,70,.,89,94
COc1cc(C2CC(=O)Nc3nc(N)[se]c32)cc(OC)c1OC (configuration not stated),57,75,107,99,109,52,109,101,7.1*
O=[N+]([O-])c1cc(Cl)c(Cl)cc1Cl,113&109,106&107,118&94,121&94,108&104,131&101,105&100,102&82,112&98
Cc1cccc(CC(O)C(Cl)(Cl)Cl)n1 (configuration not stated),104,111,110,94,108,92,101,112,98
CC[C@]12C=CCN3CC[C@@]4(c5ccc(OC)cc5N(C)[C@H]4[C@@](O)(C(=O)OC)[C@@H]1OC(=O)CCCC[P+](C1CCCCC1)(C1CCCCC1)C1CCCCC1)[C@@H]32,-71*,4.7*,-88*,-81*,75,-71*,2.1*,-94*,-20*
Cc1ccc(N)cc1[As]=[As]c1cc(N)ccc1C (configuration not stated),66,-79*,-74*,-100*,-69*,-47*,-57*,-94*,73
Cc1ccc(C[As+](c2ccccc2)(c2ccccc2)c2ccccc2)cc1,3.2*,2.5*,16,15,76,17,12,24,-16*
Cc1ccccc1N,107,104,96,100,104,103,103,102,104
ClC(Cl)c1nc2ccccc2[nH]1,95,82,117,75,105,104,101,97,101
COCCCOc1ccnc(CS(=O)c2nc3ccccc3[nH]2)c1C (configuration not stated),99,91,106,95,87,96,106,103,102
COc1c(C(C)(C)C)cc([N+](=O)[O-])c(C)c1[N+](=O)[O-],100,100,112,107,107,118,103,106,104
O=C1CC(=O)N(Cc2ccccc2)C(=O)N1,114,112,106,95,103,99,106,111,108

# Structural class: the entries above containing an aryl methoxy group (5)
SMILES,KM12,HCT-116,HCC-2998,SNB-75,HCT-15,SNB-19,SW-620,SF-539,SF-295
COc1cc(-n2c(=S)[nH]c3ccc(Br)cc3c2=O)cc(OC)c1OC,107,121,114,112,104,97,127,103,103
COc1ccc(C(=O)CN)cc1,103,89,106,96,105,101,100,104,102
COc1cc(C2CC(=O)Nc3nc(N)[se]c32)cc(OC)c1OC (configuration not stated),57,75,107,99,109,52,109,101,7.1*
CC[C@]12C=CCN3CC[C@@]4(c5ccc(OC)cc5N(C)[C@H]4[C@@](O)(C(=O)OC)[C@@H]1OC(=O)CCCC[P+](C1CCCCC1)(C1CCCCC1)C1CCCCC1)[C@@H]32,-71*,4.7*,-88*,-81*,75,-71*,2.1*,-94*,-20*
COc1c(C(C)(C)C)cc([N+](=O)[O-])c(C)c1[N+](=O)[O-],100,100,112,107,107,118,103,106,104

# Other compounds follow:
SMILES,KM12,HCT-116,HCC-2998,SNB-75,HCT-15,SNB-19,SW-620,SF-539,SF-295
Clc1ccc(CSc2ncc(Br)c(N3CC3)n2)c(Cl)c1,96,87,114,.,97,99,95,123,107
COc1cc2c(cc1OCCCCn1c(-c3cccs3)nc3ccccc31)N=C[C@@H]1CCCN1C2=O,0.0*,8.6*,0.7*,-65*,-12*,10,2.5*,-25*,-8.0*
CC(C)N(C(=O)SCC(Cl)=C(Cl)Cl)C(C)C,106,100,114,90,104,101,118,114,98
O=C(N/N=C\c1ccc(N(CCCl)CCCl)cc1[N+](=O)[O-])c1cccnc1,116,100,84,87,98,108,101,104,100
CC(=O)O[C@H]1CC[C@H]2[C@@H]3CC=C4c5nc(-c6cccc(Cl)c6)sc5CC[C@]4(C)[C@H]3CC[C@]12C,106,101,114,101,106,104,108,107,102
COC1CC2c3ccccc3C1C(C)=[N+]2C (configuration not stated),104,103,.,72,101,100,104,102,94
CCOc1ccccc1C(=O)OCC(Cl)(Cl)Cl,101,105,101,98,110,107,110,101,105
CC(C)CCNC(=O)CN1C(=O)CN=C(c2ccccc2)c2ccccc21,112,99,117,89,98,87,109,97,103
COc1ccc(-n2c(C)nc3cc(OC)c(OC)cc3c2=O)cc1OC,104,99,109,92,111,102,105,96,100
O=C1NC(=O)C(=Cc2ccc(Cl)cc2)C(=O)N1,107,105,104,93,105,101,102,97,97
O=S1(=O)OC(c2cc(Br)c(O)c(Br)c2)(c2cc(Br)c(O)c(Br)c2)c2ccccc21,105,100,105,94,107,100,101,99,106
CC(C)c1ccc(C(Cc2ccccc2)NCCO)cc1 (configuration not stated),88,86,94,86,90,91,99,85,93
Oc1cc[c]([Hg][Cl])cc1,97,91,114,92,91,100,105,121,113
CNC(=O)Oc1ccccc1C1CCCCC1,109,96,.,95,103,100,103,103,113
CC(C)[N+](C)(CCC(C(N)=O)(c1ccccc1)c1ccccc1)C(C)C,112&106&103,104&108&118,106&101&113,106&98&81,114&108&113,97&97&108,99&99&117,105&107&105,100&102&114
N#Cc1cccnc1,109,106,107,82,108,101,110,107,107
NC(=O)C(Br)CBr (configuration not stated),71,-93*,38,103,-8.0*,80,-59*,39,81
C[C@]12CC[C@H]3[C@@H](C[C@H]4OC[C@@]35CCC(=O)C=C45)[C@@H]1CC[C@@H]2O,103,94,116,80,99,96,101,96,98
CC[C@H](c1cccc(O)c1)[C@@H](C)CN(C)C,108,101,103,87,107,117,114,97,98
CCOC(=O)/C(=C\c1ccc(F)cc1)[Se]c1ccccc1,108,97,111,.,102,104,106,108,112

# An excerpt from the list above, as a working copy:
SMILES,KM12,HCT-116,HCC-2998,SNB-75,HCT-15,SNB-19,SW-620,SF-539,SF-295
Clc1ccc(CSc2ncc(Br)c(N3CC3)n2)c(Cl)c1,96,87,114,.,97,99,95,123,107
COc1cc2c(cc1OCCCCn1c(-c3cccs3)nc3ccccc31)N=C[C@@H]1CCCN1C2=O,0.0*,8.6*,0.7*,-65*,-12*,10,2.5*,-25*,-8.0*
CC(C)N(C(=O)SCC(Cl)=C(Cl)Cl)C(C)C,106,100,114,90,104,101,118,114,98
O=C(N/N=C\c1ccc(N(CCCl)CCCl)cc1[N+](=O)[O-])c1cccnc1,116,100,84,87,98,108,101,104,100
CC(=O)O[C@H]1CC[C@H]2[C@@H]3CC=C4c5nc(-c6cccc(Cl)c6)sc5CC[C@]4(C)[C@H]3CC[C@]12C,106,101,114,101,106,104,108,107,102
COC1CC2c3ccccc3C1C(C)=[N+]2C (configuration not stated),104,103,.,72,101,100,104,102,94
CCOc1ccccc1C(=O)OCC(Cl)(Cl)Cl,101,105,101,98,110,107,110,101,105

# More compounds
SMILES,KM12,HCT-116,HCC-2998,SNB-75,HCT-15,SNB-19,SW-620,SF-539,SF-295
CC1(C)CCCN1CCC(C(N)=O)(c1ccccc1)c1ccccc1,107,106,.,97,112,98,101,98,101
Cc1cccc(N2CCN(C(C)C#N)CC2)c1 (configuration not stated),108,108,97,106,106,115,.,104,85
CC[S][Hg][Cl],107,106,111,94,104,106,106,105,112
CCOP(=O)(OCC)C(NC(C)=O)C(=O)SCCN (configuration not stated),112,111,104,99,102,97,112,97,93
O=C1NC(=S)NC(=O)C1=Cc1ccc(OCc2ccccc2)cc1,114,104,104,95,99,103,108,105,106
CN1CCN(C(=O)COc2ccc(/C=C3\CC4C5CC=C6CC(Cl)CCC6(C)C5CCC4(C)C3=O)cc2)CC1 (configuration not stated),73,35,91,87,54,98,40,94,83
COc1ccc2c(c1)C13CCN(C)C(C2)C1CCC1(C3)OCCO1 (configuration not stated),99,97,97,90,110,108,103,100,99
CO/N=C1\CC[C@]2(C)[C@H]3CC[C@]4(C)C(=O)CC[C@H]4[C@@H]3C[C@@H]3SC(N)=N[C@@]32C1,98,87,103,97,94,104,106,100,99
CC(C)N(CCCl)CCOc1ccccc1Cc1ccc(F)cc1,107,83,88,84,102,105,102,97,94
Cn1cc(-c2csc(-c3cn(CCCCN4CCCCC4)c4ccccc34)n2)c2cccnc21,0.3*,-90*,87,53,-75*,-32*,-65*,-73*,-18*
CC(=O)O[C@H](C[C@H](C(C)C)N(C)C(=O)[C@@H](NC(=O)[C@H]1CCCCN1C)C(C)C)c1cccc(C(=O)N[C@@H](Cc2ccccc2)C[C@H](C)C(=O)O)n1,4.9*,2.7*,9.8*,28,9.7*,22,24,-3.0*,5.6*
CC1(CCCc2ccc(N(CCCl)CCCl)cc2)NC(=O)NC1=O (configuration not stated),94,86,92,97,72,102,71,77,81
ClCCN(CCCl)c1ccc(/C=N/Nc2ncnc3nc[nH]c23)cc1,97,78,95,73,95,82,78,73,58
O=C(Cc1ccccc1)OCC(Br)CBr (configuration not stated),100,85,81,106,97,110,110,93,94
CCOc1cc(C=C2C(=O)NC(=S)NC2=O)ccc1O,108,104,106,87,98,114,108,106,118
CC(C)c1cccc(C(C)C)c1OCC[N+](C)(C)C,103,103,100,95,114,98,101,104,100
S=C1NC2(CCCCC2)NC12CCCCC2,109,98,108,94,112,105,110,97,96
CC1([N+](=O)[O-])COP(=O)(Nc2cccc(Cl)c2)OC1 (configuration not stated),100,99,98,88,108,100,104,116,105
CC1C(Cl)C2(Cl)C(Cl)=C(Cl)C1(Cl)C2(Cl)Cl (configuration not stated),122,107,101,103,101,104,107,103,104
C[C@@]12CC[C@@H](O)C[C@@H]1CC[C@H]1[C@H]2CC[C@@]2(C)[C@H](c3ccc(=O)oc3)CC[C@@]12O,-88*,-76*,-51*,-85*,-80*,-100*,-68*,-85*,-85*
Cc1cc(Cl)cc(Cl)c1O,106,101,99,74,99,96,106,91,123
c1ccc(CN2CO[C@@H]3CCCCC[C@H]32)cc1,102,99,102,80,95,112,104,106,105
N#CCc1ccccc1CC#N,101,104,104,77,101,103,101,96,100
COc1ccc(Nc2ccc([N+](=O)[O-])cc2[N+](=O)[O-])cc1CN(CCCl)CCCl,53,21,38,34,28,22,20,16,38
CC1(C)C(=O)CC[C@@]2(C)C1=CC[C@H]1[C@@H]3CC[C@H](O)[C@@]3(C)CC[C@@H]12,103,93,118,88,105,109,111,95,.
C1CN2CN3CCN(CN1C3)C2,129,103,107,89,101,101,97,95,98
Cc1ccc(C[N+](C)(C)C)cc1,108,98,121,116,105,122,.,96,99
CC(C)(Cl)C(N)=O,105,103,96,106,103,99,116,111,99
COC(=O)C1CN1/C(C)=N/N=C1\C(=O)Nc2ccccc21 (configuration not stated),100,103,106,100,108,103,98,97,97
CC(=O)Nc1ccc(Cc2ccc(NC(C)=O)cc2)cc1,139,95,116,93,107,121,117,104,108
